# Compound activity deposited in PubChem by several laboratories.
# G6PDH counter = L. mesenteroides G6PDH inhibitors, counter-screen for G6PDH-coupled screening assays, biochemical, Leuconostoc mesenteroides enzyme | glucose-6-phosphate dehydrogenase [Leuconostoc mesenteroides] | Purified L. mesenteroides G6PDH, diaphorase/resazurin coupled fluorescence, 45 min | inhibition, % at 5 µM | actives 0.12% (n = 200,000); in the data active = inhibition above about 50%
# STAT1 activator = STAT1 signaling activators, primary screen, cell-based, HTS, luciferase reporter; activation (% of control), % at 5.5 µM; NIH 3T3 STAT1-luciferase reporter, IFN-gamma, luminescence; 100% = IFN-gamma alone, no compound; actives 2.6% (n = 200,000);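 active = activation above the screen-wide mean activation plus 3 SD, cut at about 130% in these data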;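 note: raw ratio to IFN-gamma control signal so 100% means no change and 0% no light; values of inactives mirror those of a sister screen read the other way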
# Diaph act CS = compounds boosting diaphorase resazurin reduction – biochemical, uHTS, resorufin fluorescence, counter-screen for diaphorase-coupled primary assays, primary screen | Diaphorase/resazurin coupled assay, 16 min; hits give high values; 1 = vehicle wells, 0 = NADH-free wells | activation factor at 20 µM | actives 0.005% (n = 190,000) | AID 1229, 2008;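 active = diaphorase activity raised at least twofold by the compound at 20 µM; inactive = activation factor below 2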
#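 Material: bacterial diaphorase enzyme (C. kluyveri); amount: enzyme 0.07 U/mL final; reagent: NADH substrate 0.114 mM plus resazurin dye 0.1 mM, final; doses: single compound dose of 20 µM, 1% DMSO final; timing: 16 min enzyme reaction, ambient temperature; measured by: fluorescence of resorufin, 544 nm excitation, 590 nm emission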
# APP 5'UTR act = activators of APP 5'UTR luciferase reporter, primary screen, SH-SY5Y cells | activation, % at 2 µM | actives 1% (n = 190,000) | SH-SY5Y APP 5'UTR luciferase reporter, luminescence; zero percent = DMSO vehicle wells;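 active = activation above a set limit, based on mean plus 3 SD of controls, cut at about 140% in these data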; note: values of inactives mirror those of a sister screen read the other way
# APP 5UTR inh = inhibitors of APP translation via 5'UTR reporter, primary screen, APP 5'UTR luciferase, SH-SY5Y cells; SH-SY5Y APP 5'UTR-luciferase reporter, luminescence; inhibition, % at 2 µM; actives 0.82% (n = 190,000);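 active = inhibition above a set limit, derived from the sample mean plus 3 SD, cut at about 45% in these data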; note: values of inactives mirror those of a sister screen read the other way
# NF-kB neuron act = activators of NF-kB expression in neurons, primary screen, cell-based, HTS; human neuronal cells, NF-kB reporter expression; hits give high values; actives 1.6% (n = 190,000); fold change at 12.5 µM; in the data active = fold change above about 3.3
# Diaph inh CS = diaphorase inhibitors and chemical oxidizers, primary screen, counter-screen for diaphorase-coupled primary assays, biochemical, uHTS, resorufin fluorescence. actives 0.69% (n = 190,000). AID 1217, 2008. diaphorase resazurin-to-resorufin fluorescence, NADH, 16 min; bacterial (C. kluyveri) enzyme, not human. inhibition, % at 20 µM;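 active = primary screen inhibition at 20 µM above a set limit, cut at about 50% in these data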;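 note: plate controls were DMSO with full reaction for no effect and wells lacking NADH for full effect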
#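 Assay system: diaphorase enzyme from Clostridium kluyveri. Quantity: enzyme working solution with 0.14 U/mL diaphorase. Schedule: reaction incubation of 16 min at room temperature. Technique: resorufin fluorescence, excitation 544 nm, emission 590 nm. Controls: No-NADH positive control and DMSO neutral control.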
# TLR4 MyD88 comp = inhibitors of TLR4-MyD88 association in cells, primary screen, cell-based, HeLa CL3-4, BLA complementation, FRET ratio; Toll-like receptor 4 (Homo sapiens) + Myeloid differentiation primary response protein …; HeLa CL3-4 TLR4/MyD88 BLA complementation; inhibition, % at 8.4 µM; actives 0.18% (n = 200,000); in the data active = inhibition above about 25%;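 note: 0% = vehicle and 100% = reference inhibitor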
# Target sequence (O00206 whole entry, looked up): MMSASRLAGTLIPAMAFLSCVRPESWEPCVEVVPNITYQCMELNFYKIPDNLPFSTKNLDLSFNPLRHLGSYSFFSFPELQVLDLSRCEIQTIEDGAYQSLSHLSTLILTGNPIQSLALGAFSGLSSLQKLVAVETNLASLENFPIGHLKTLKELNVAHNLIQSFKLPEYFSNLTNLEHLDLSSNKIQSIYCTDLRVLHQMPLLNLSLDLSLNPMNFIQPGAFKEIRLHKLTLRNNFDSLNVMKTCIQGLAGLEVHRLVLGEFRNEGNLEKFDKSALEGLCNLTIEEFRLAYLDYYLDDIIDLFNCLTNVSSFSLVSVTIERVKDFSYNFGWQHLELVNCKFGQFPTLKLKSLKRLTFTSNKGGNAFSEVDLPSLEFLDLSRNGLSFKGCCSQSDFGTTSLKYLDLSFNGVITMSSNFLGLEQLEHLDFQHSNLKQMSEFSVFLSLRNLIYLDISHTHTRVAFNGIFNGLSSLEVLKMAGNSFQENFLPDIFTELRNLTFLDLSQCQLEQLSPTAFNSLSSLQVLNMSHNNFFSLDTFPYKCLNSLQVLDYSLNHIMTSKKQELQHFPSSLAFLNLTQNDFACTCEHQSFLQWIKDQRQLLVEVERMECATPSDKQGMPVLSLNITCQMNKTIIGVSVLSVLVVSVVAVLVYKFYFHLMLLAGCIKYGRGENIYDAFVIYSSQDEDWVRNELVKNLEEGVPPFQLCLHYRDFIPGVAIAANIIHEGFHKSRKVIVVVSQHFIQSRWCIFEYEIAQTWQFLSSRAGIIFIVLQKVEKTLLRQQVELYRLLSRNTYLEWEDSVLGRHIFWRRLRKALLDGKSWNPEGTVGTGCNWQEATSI
# Target sequence (Q99836 whole entry, looked up): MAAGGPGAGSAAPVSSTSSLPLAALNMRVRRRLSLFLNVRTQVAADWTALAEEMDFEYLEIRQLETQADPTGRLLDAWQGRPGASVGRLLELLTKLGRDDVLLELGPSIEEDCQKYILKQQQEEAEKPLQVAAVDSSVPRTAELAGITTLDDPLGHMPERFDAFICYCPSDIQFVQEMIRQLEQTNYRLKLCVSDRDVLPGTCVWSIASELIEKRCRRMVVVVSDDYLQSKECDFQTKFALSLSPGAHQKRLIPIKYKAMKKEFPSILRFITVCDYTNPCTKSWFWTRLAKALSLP
# FLuc inh counter = firefly luciferase enzyme inhibitors, primary screen, artefact control for luciferase-based inhibitor screens, biochemical, luminescence, ATPLite. 10 min. inhibition, % at 10 µM. actives 1.5% (n = 200,000);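 active = inhibition above about 50% when tested at 10 µM, limit read from the data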
# FLuc stim CS = FLuc activators, initial screening, artefact control for FLuc-dependent activation tests, biochemical, ATPlite luminescence. 200,000 tested, under 10 active. ATPlite luciferase biochemical, 10 min; 0 = ATP-free wells, 1 = DMSO control. activation factor at 10 µM. AID 1027, 2008;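 active = luciferase activation factor, scaled between plate controls, of at least 2 with compound at 10 µM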
#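 System: cell-free luciferase reagent; medium: PBS as buffer for the ATP substrate; doses: test compounds dosed from 2 mM stocks in 100% DMSO; incubation: 10 min, room temperature; measured by: luminescence from luciferase reaction; read-out: luciferase activation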
# * = called active by the depositor; . = not tested or not shown.
SMILES,G6PDH counter,STAT1 activator,Diaph act CS,APP 5'UTR act,APP 5UTR inh,NF-kB neuron act,Diaph inh CS,TLR4 MyD88 comp,FLuc inh counter,FLuc stim CS
CCC(C)(C)NC(=O)c1cccc(NC(=O)C(C)C)c1,2.5,104.4,1,19.0,-19.0,0.97,2.9,-6.9,-4.7,1
Cn1c(-c2c(N)n(CCc3ccccc3)c3nc4ccccc4nc23)nc2ccccc21,3.7,92.5,0.9,9.4,-9.4,0.49,14.0,69.3*,-5.3,1.1
C=CCn1c(COc2cccc3ccc(C)nc23)nnc1SCC(=O)OC,12.6,102.4,0.9,24.0,-24.0,0.94,9.0,0.9,-7.1,1.1
O=C(O)CC(c1cccc(Cl)c1)n1cccc1 (centres undefined),2.5,106.3,0.8,13.2,-13.3,1.12,20.2,8.6,-4.7,1
CCOC(=O)c1sc(N)c(C(=O)Nc2ccccc2)c1C,8.0,120.3,0.8,64.1,-64.1,1.66,19.1,-0.4,0.2,1
Oc1ccccc1C1=NCCNC(C(F)(F)C(F)F)=C1,12.6,95.1,0.8,18.2,-18.2,0.98,16.5,10.8,-6.5,1.1
O=C(Nc1ccccc1)NC1CS(=O)(=O)CC1O (centres undefined),-9.4,102.2,0.9,-28.8,28.8,1.19,6.7,-9.0,-2.8,1
O=C(O)c1ccc(N=NN2CCCCCC2)cc1,0.5,156.7*,1,83.8,-83.8,1.84,-1.0,-4.1,4.6,1
COC(=O)C(CCCCN1C(=O)C2C3C=CC(C3)C2C1=O)N1C(=O)C2C3C=CC(C3)C2C1=O (centres undefined),4.5,102.0,0.9,19.1,-19.1,1.36,13.8,-1.4,-8.7,1.1
Cc1cccc(C)c1NC(=O)COC(=O)c1cc(-c2cccnc2)nc2ccccc12,-15.7,104.4,1,-14.5,14.5,1.01,4.3,-1.1,-5.5,1.1
CCc1ccc2[nH]c(=O)c(CN(Cc3ccccc3)C(=O)Nc3ccccc3OC)cc2c1,-0.2,99.5,0.8,-2.4,2.4,0.44,21.6,3.1,-4.2,1
O=[N+]([O-])c1ccccc1NCc1ccc(Cl)cc1,4.2,116.4,1,-0.1,0.1,1.33,2.3,4.1,-1.9,1
Cc1cc(C)n2nc(C(=O)OCC(=O)c3cc(C)n(CC4CCCO4)c3C)nc2n1 (centres undefined),-1.4,90.7,0.9,13.3,-13.3,1.3,6.8,-2.3,4.7,1
O=C(COC(=O)CNS(=O)(=O)c1ccc2ccccc2c1)Nc1ccccc1Sc1ccccc1,-16.2,98.5,0.8,9.8,-9.8,0.98,20.2,13.7,-2.4,1
Cc1cccc(OCCC(=O)Nc2ccc(F)c(Cl)c2)c1,-4.6,104.2,1,5.1,-5.1,1.41,0.0,-1.4,-3.3,1
CCC(NC(=O)c1cccc(Cn2cc([N+](=O)[O-])cn2)c1)c1ccc(C(C)C)cc1 (centres undefined),9.5,104.4,1,3.7,-3.7,0.92,2.8,2.7,-6.8,1.1
Cc1nn(C)c(C)c1S(=O)(=O)NC1CCCc2ccccc21 (centres undefined),0.6,95.3,0.9,-3.6,3.6,1.37,12.4,11.8,-3.9,1
Cn1c(SCC(=O)Nc2cc(C(C)(C)C)nn2-c2ccccc2)nc2ccccc21,-5.5,84.6,0.8,-21.1,21.1,1.06,17.7,-2.5,-3.6,1
CCN1/C(=C2\C(=O)N(C)C(=S)N2C)C=Cc2cc(C)ccc21,-1.1,90.9,0.8,-10.2,10.2,0.69,17.5,4.2,15.3,0.8
CC1(C)Cc2ccccc2C(NNC(=O)c2ccncc2)=N1,9.4,93.6,1,2.1,-2.1,0.93,0.6,2.4,-6.1,1.1
O=C(OCC#CCSc1nnc(-c2ccccc2)o1)c1cccs1,0.7,100.9,0.9,14.9,-14.9,1.13,13.7,-6.6,-3.5,1
COc1c2occc2c(OC)c2c(=O)cc(C(F)(F)C(F)(F)F)oc12,3.7,90.3,0.8,-3.3,3.3,1.17,15.5,-21.4,-5.0,1.1
Cc1ccc(C(=O)Nc2ccccc2N2CCN(C(=O)C(C)C)CC2)cc1,-1.9,103.1,0.9,-3.6,3.6,0.58,7.4,-5.5,-8.2,1.1
COCC(C)N=Cc1c(O)[nH]c2ccccc12 (centres undefined),15.1,104.6,1,-22.7,22.7,1.16,-4.1,1.2,1.7,1
COCCN1Cc2cccc(C(=O)N3CCN(c4cc(C)ccc4C)CC3)c2C1=O,-0.5,102.3,0.8,0.8,-0.8,0.79,21.9,-14.0,-3.6,1

# Shown tab-delimited: two of the compounds above.
molecule	G6PDH counter	STAT1 activator	Diaph act CS	APP 5'UTR act	APP 5UTR inh	NF-kB neuron act	Diaph inh CS	TLR4 MyD88 comp	FLuc inh counter	FLuc stim CS
O=C(OCC#CCSc1nnc(-c2ccccc2)o1)c1cccs1	0.7	100.9	0.9	14.9	-14.9	1.13	13.7	-6.6	-3.5	1
COc1c2occc2c(OC)c2c(=O)cc(C(F)(F)C(F)(F)F)oc12	3.7	90.3	0.8	-3.3	3.3	1.17	15.5	-21.4	-5.0	1.1

# Going on with the list.
SMILES,G6PDH counter,STAT1 activator,Diaph act CS,APP 5'UTR act,APP 5UTR inh,NF-kB neuron act,Diaph inh CS,TLR4 MyD88 comp,FLuc inh counter,FLuc stim CS
O=C(Nc1cccnc1Cl)c1cc(-c2ccco2)on1,-0.6,126.7,1,22.2,-22.2,2.81,4.1,-19.4,20.7,0.8
COc1ccc(-c2cc(C(F)(F)F)n3nc(C(=O)N(C)Cc4ccccc4)cc3n2)cc1OC,5.3,100.1,0.9,27.6,-27.6,0.52,9.6,-5.8,0.0,1
O=C(C1CCCO1)N(c1ccc(F)cc1)C1C=CS(=O)(=O)C1 (centres undefined),2.4,102.6,0.8,5.9,-5.9,1.12,16.8,2.3,-1.1,1
O=C1C2CCCCN2C(=O)N1CCN1CCN(c2ccc([N+](=O)[O-])cc2)CC1 (centres undefined),-6.7,97.0,0.8,0.0,0.0,0.87,19.6,4.7,-2.5,1
Nc1ccccc1SCc1cn2cccnc2n1,-4.5,106.8,0.8,16.8,-16.8,1.1,18.9,6.6,-2.5,1
CCOc1ncccc1C(=O)OCC(=O)c1ccc(OC)c(OC)c1,-3.8,84.6,1,8.2,-8.2,1.29,-0.6,-16.1,0.8,1
COCCNC(=O)CSc1nc2nn(-c3ccccc3)c(=O)c-2c2n1CCCCC2,1.6,96.8,0.9,14.5,-14.5,1,6.2,-8.5,-1.5,1
CC(=O)Nc1ccc2c(c1)NC(=O)CC2,6.3,108.6,0.9,21.2,-21.2,1.98,8.1,-1.4,-5.4,1.1
COc1cc2c(cc1OC)-c1nnc(C)n1C1(CCCC1)C2,-14.6,104.4,0.8,-6.0,6.0,1.05,17.7,-5.5,-4.5,1
COc1ccc(Cn2c(O)c(C=Nc3ccccc3)c3ccccc3c2=O)cc1,-6.1,95.9,0.9,-9.8,9.8,1.18,14.2,-4.8,-2.4,1
COc1ccc(NC(=O)CC2Oc3ccccc3NC2=O)cc1 (centres undefined),-5.6,91.4,0.9,9.6,-9.6,0.89,11.7,3.4,-1.9,1
CC(=O)c1ccccc1OC(=O)c1ccco1,4.0,94.7,1,-3.2,3.2,1.41,-0.7,-2.5,-3.2,1
Cc1ccc(NC(=O)NCC2CCN(Cc3cccc(Cl)c3)CC2)cc1Cl,2.4,102.1,1,-7.3,7.3,0.89,0.9,-3.2,-7.6,1.1
COc1ccc(N2C(=O)CC(N3CCN(C(=O)c4ccco4)CC3)C2=O)cc1 (centres undefined),9.7,102.6,.,-2.1,2.1,1.12,.,11.1,-7.5,1.1
O=C(CSc1cccc[n+]1[O-])Nc1cc([N+](=O)[O-])ccc1Cl,3.8,103.9,1.1,-3.5,3.5,0.95,-9.7,-4.0,0.0,1
O=[N+]([O-])c1cc([N+](=O)[O-])c2n[nH]c(-c3ccccc3)c2c1,1.4,101.9,1,6.1,-6.1,1.01,1.1,6.2,-3.5,1
Cc1ccc(Nc2nc(N)nc(CN3CCN(C)CC3)n2)cc1C,8.7,98.8,1,12.8,-12.8,0.95,-1.9,6.9,-0.2,1
COc1ccc(-n2cccc2/C=C/[N+](=O)[O-])cc1,2.8,79.2,0.7,-11.0,11.0,1.93,27.4,9.1,-3.9,1
Cc1ccc(/C=N/Nc2ccc(Cl)c(C(=O)O)c2)s1,10.2,143.4*,0.8,166.1*,-166.1,7.95*,15.0,-9.6,9.2,0.9
CCOC(=O)Cc1csc(NC(=O)CCCN2C(=O)c3ccccc3C2=O)n1,-1.4,99.7,0.9,9.9,-9.9,0.93,7.6,-3.5,-5.3,1.1
Cc1nnc(-c2ccc(Oc3ccc(C)c(C)c3)c([N+](=O)[O-])c2)o1,-1.1,83.1,1,-11.5,11.5,0.74,-3.1,2.5,-6.6,1.1
COC(=O)c1c[nH]n2c(=O)c(Cl)c(C)nc12,1.3,102.7,0.9,21.2,-21.3,1.61,7.2,0.1,-2.7,1
COc1ccc(-n2nnnc2SCC(=O)Nc2nc3c(s2)CCCC3)cc1,0.3,100.9,0.8,4.0,-4.0,1.21,17.1,3.1,-6.0,1.1
O=C(NC12CC3CC(CC(C3)C1)C2)c1ccc(=O)oc1,1.5,99.8,1.1,5.4,-5.4,1.3,-9.6,8.6,0.4,1
Cc1ccc(CSc2nc3c(c(N(C)C)n2)CCCC3)cc1,-21.4,103.4,1,2.8,-2.8,0.94,2.7,2.8,-3.4,1
O=c1[nH]cnc2nc(-c3ccccc3)c(-c3ccccc3)nc12,8.6,110.4,1.2,9.1,-9.1,1.45,-15.4,0.1,-3.7,1
COC(=O)c1cc(NC(=O)Cc2ccccc2[N+](=O)[O-])cc(C(=O)OC)c1,15.3,102.7,0.8,-13.4,13.4,0.9,21.6,0.8,-7.5,1.1
O=C(Cn1nc(-c2ccc(Cl)cc2)ccc1=O)NCC1CCCO1 (centres undefined),-1.0,102.9,0.8,6.8,-6.8,1.13,20.1,-4.7,-5.7,1.1

# 4 records drawn at random from those above:
SMILES,G6PDH counter,STAT1 activator,Diaph act CS,APP 5'UTR act,APP 5UTR inh,NF-kB neuron act,Diaph inh CS,TLR4 MyD88 comp,FLuc inh counter,FLuc stim CS
COc1ccc(-c2cc(C(F)(F)F)n3nc(C(=O)N(C)Cc4ccccc4)cc3n2)cc1OC,5.3,100.1,0.9,27.6,-27.6,0.52,9.6,-5.8,0.0,1
O=C(O)CC(c1cccc(Cl)c1)n1cccc1 (centres undefined),2.5,106.3,0.8,13.2,-13.3,1.12,20.2,8.6,-4.7,1
Cc1ccc(NC(=O)NCC2CCN(Cc3cccc(Cl)c3)CC2)cc1Cl,2.4,102.1,1,-7.3,7.3,0.89,0.9,-3.2,-7.6,1.1
COC(=O)c1c[nH]n2c(=O)c(Cl)c(C)nc12,1.3,102.7,0.9,21.2,-21.3,1.61,7.2,0.1,-2.7,1
